Rtt109 HAT inh – blocks Candida albicans Rtt109/Vps75 acetyltransferase activity; Q5AAJ8; purified Rtt109/Vps75, ThioGlo CoA-SH fluorescence, 4 h; inhibition, % at 34.9 µM; 330,000 tested, 0.16% active; AID 540336;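 active = inhibition of at least 50% in every replicate; inconclusive = best replicate reaches 50% inhibition but some replicates fall short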
Target sequence (Q5AAJ8 whole entry, looked up): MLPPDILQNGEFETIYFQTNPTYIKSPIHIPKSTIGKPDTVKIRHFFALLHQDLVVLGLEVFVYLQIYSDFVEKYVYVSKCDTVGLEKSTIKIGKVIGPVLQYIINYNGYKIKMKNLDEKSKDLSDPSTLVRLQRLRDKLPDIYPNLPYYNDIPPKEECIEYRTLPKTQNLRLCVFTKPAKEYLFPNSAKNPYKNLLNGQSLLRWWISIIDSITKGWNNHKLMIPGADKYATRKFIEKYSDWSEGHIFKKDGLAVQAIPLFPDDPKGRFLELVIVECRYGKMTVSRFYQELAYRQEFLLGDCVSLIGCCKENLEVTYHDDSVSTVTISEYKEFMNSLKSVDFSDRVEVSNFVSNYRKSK
MITF TRPM1 HTS – increases MITF-driven TRPM1 promoter luciferase signal. activation, % at 12.5 µM. AID 588334. 300,000 tested, 0.75% active. SK-MEL-5 TRPM1-promoter luciferase, 24 h; % of positive control, neutral wells = 0;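 active = mean activation of at least 80% with every replicate also reaching 80%; inconclusive = mean reaches 80% but some replicate falls short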;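 note: 0% = neutral control wells and 100% = parthenolide positive control wells; values of inactives mirror those of a sister screen read the other way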
V-ATPase pH – alters yeast V-ATPase proton transport; S. cerevisiae, pHLuorin cytosolic pH fluorescence; response, % at 10 µM; 350,000 tested, 0.37% active; AID 504577; in the data active = response mostly above about 7.3%, no sharp cut-off; inactive = mostly below about 5.4%; note: actives read high; inactives centre near 0; some compounds called inactive have numbers as strong as hits
cardiac RTF act – increases calcium sensitivity of human cardiac regulated thin filaments | P19429+P45379 | IANBD-labeled TnC RTF fluorescence at EC20 calcium; 0% EC20 calcium, 100% full calcium | activation, % at 7.2 µM | 340,000 tested, 0.24% active | AID 493008;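 active = activation above the mean over all tested compounds plus 3 SD, cut at about 30% in these data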;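 note: rise in fluorescence read as greater calcium sensitivity of cardiac thin filaments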
CDK5 p35 inh – CDK5/p35 (human) kinase inhibition | Q00535+Q15078 | inhibition, % at 10 µM | Recombinant CDK5/p35, ADP-Glo luminescence, 60 min | 330,000 tested, 0.01% active;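 active = highest replicate inhibition of at least 50% and at least 75% of replicates reaching 50%; inconclusive = only one of the two criteria met; inactive = both criteria failed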;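 note: plate controls were DMSO neutral control for no effect and GW8510 at 10 µM for full effect; many of its hits are not listed in these tables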
Target sequence (Q00535 whole entry, looked up): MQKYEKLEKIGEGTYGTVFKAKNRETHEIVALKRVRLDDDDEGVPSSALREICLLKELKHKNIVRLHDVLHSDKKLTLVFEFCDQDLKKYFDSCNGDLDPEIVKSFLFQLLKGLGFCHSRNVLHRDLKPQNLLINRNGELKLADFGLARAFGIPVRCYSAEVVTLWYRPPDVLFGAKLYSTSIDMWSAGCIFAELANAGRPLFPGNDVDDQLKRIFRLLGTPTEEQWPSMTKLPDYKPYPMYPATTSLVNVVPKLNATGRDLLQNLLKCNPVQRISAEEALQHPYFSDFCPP
Target sequence (Q15078 whole entry, looked up): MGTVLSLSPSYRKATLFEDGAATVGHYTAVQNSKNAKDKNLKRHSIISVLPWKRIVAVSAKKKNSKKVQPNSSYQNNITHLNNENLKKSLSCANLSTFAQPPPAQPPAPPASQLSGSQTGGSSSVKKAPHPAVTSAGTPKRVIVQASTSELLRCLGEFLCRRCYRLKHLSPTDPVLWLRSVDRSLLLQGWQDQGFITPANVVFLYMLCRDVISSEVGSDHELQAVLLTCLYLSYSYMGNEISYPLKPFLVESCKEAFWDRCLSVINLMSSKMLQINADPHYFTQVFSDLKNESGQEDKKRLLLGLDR
CAL PDZ FP-1 – blocks peptide binding to human CAL PDZ domain | inhibition, % at 20 µM | Q9HD26 | 330,000 tested, 0.02% active | AID 504414 | purified CAL PDZ, TMR-peptide fluorescence polarization, 1 h;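 active = highest replicate inhibition of at least 40%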;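 note: plate controls were DMSO neutral control wells for no effect and unlabeled competitor peptide control wells for full effect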
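Control set: unlabelled peptide and DMSO controls / Material: purified CerCALP PDZ construct / Timing: 1 h incubation at room temperature before polarization reading / Doses: 20 µM, one dose / Detection: fluorescence polarization (mP)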
CAL PDZ FP-2 – blocks peptide binding to the human CAL PDZ domain | purified CAL PDZ, TMR-peptide fluorescence polarization, 1 h | inhibition, % at 24.9 µM | 300,000 tested, 0.92% active | AID 602252;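 active = mean inhibition of at least 30% with at least half of replicates also reaching 30%; inconclusive = no clear call, values can overlap the other calls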;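 note: 0% = DMSO neutral control and 100% = excess unlabeled competitor peptide PRC23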
dFosB act – mouse delta FosB homodimer activation; P13346; purified delta FosB, TAMRA-CDK5 oligo fluorescence polarization; percent of positive-control signal above neutral wells; activation, % at 25 µM; 340,000 tested, 0.99% active; AID 493131;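 active = mean activation above about 17%, with every replicate also reaching it, limit read from the data, passing the limit was not always enough; inconclusive = only one of the two conditions met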;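 note: fluorescence polarization rise as delta FosB binds a TAMRA Cdk5 AP-1 oligo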
Wnt bcat act – activators of Wnt/beta-catenin signaling; Wnt/beta-catenin reporter cell assay, activator, plate reader; activation, % at 9.35 µM; 300,000 tested, 1.2% active; AID 743398; in the data active = activation above about 30%, passing the limit was not always enough; inconclusive = no clear call, values can overlap the other calls;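 note: 0% = neutral control wells and 100% = positive control wells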
Tat transport – E. coli Tat transport inhibition | AID 488895 | inhibition, % at 10 µM | E. coli MC4100 TorA-mCherry Tat export, fluorescence | 340,000 tested, 0.036% active;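 active = mean replicate inhibition at least 50% and at least half of replicates individually reaching 50%; inconclusive = only one of the two criteria met; inactive = neither criterion met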;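 note: exported cargo escapes ClpAP degradation while cytoplasmic cargo is degraded and loses fluorescence; 0% = median of neutral control wells and 100% = median of NaSCN control wells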
Starred values were filed as active, the others as inactive; ? = inconclusive; · = not tested or not shown.

structure,MITF TRPM1 HTS,CAL PDZ FP-2,Wnt bcat act,dFosB act,Rtt109 HAT inh,V-ATPase pH,Tat transport,CAL PDZ FP-1,cardiac RTF act,CDK5 p35 inh
COc1ccc(OCC(=O)Nc2cc(-c3nn(C)c(=O)c4ccccc34)ccc2N2CCOCC2)cc1,·,3.1,2.3,-7.1,3.9,5.4,9.4,-1.0,2.6,1.8
Nc1ccn([C@@H]2O[C@H](CO)[C@@H](O)[C@H]2O)c(=O)n1,10.2,-1.4,-1.0,-4.0,-1.5,3.2,-10.5,-0.9,1.3,-1.0
CC(C)CC(N)c1cn([C@@H](CCC(=O)O)C(=O)N2CCNCC2)nn1 (stereo partly specified),5.8,-1.7,0.7,-7.1,4.0,-5.1,-6.9,-0.4,-2.0,0.1
CC(Nc1ccc2c(c1)OCCO2)C(=O)N1c2ccccc2CC1C (stereo unspecified),4.5,2.0,-1.4,2.5,1.2,-2.9,0.4,0.8,4.6,1.9
CCCOP(=O)(c1ccc(N(C)C)cc1)C(O)c1ccc(Cl)cc1 (stereo unspecified),·,-0.3,1.6,3.9,4.4,-3.1,-1.8,-0.2,0.5,0.4
Cc1cccc(Cn2ccc(NC(=O)c3cccnc3)n2)c1,0.4,-4.3,4.4,-4.8,·,0.0,-1.1,-0.8,-3.0,-2.7
CCN(c1cc(C)cc(C)c1)S(=O)(=O)c1nnc(NC(=O)C(C)(C)C)s1,5.4,-5.0,-1.0,-7.8,4.0,-3.5,-4.3,-0.1,-0.7,-1.2
Cc1cc(C)c2c(=O)[nH]cnc2n1,-12.3,0.1,-2.0,-9.1,-5.5,2.4,-1.8,-1.8,3.5,-0.1
COc1ccc(OCC(O)CNCc2ccco2)cc1 (stereo unspecified),-3.6,0.7,·,-3.5,5.3,-0.3,1.3,-0.2,6.8,-1.9
Cc1ccc(S(=O)(=O)Oc2ccccc2/C=N/O)cc1,35.3,-0.8,-2.2,-7.9,-5.5,-1.1,-4.1,-2.9,0.0,-0.4
O=C(Nc1cccc(Cl)c1)OCCOc1ccccc1,79.5,·,7.1,0.6,-4.1,-2.7,7.0,-0.4,1.4,0.4
CC(=O)c1ccc(NC(=O)c2cnn3ccccc23)cc1,·,-0.4,16.4,-25.0,-3.6,-1.4,-1.7,-0.5,0.2,2.4
COc1ccc(C2(O)CCN(Cc3nnnn3Cc3ccc(F)cc3)CC2)cc1,4.0,-0.7,-2.7,0.7,-4.2,3.5,5.9,0.0,11.3,9.3
COc1ccc(CC(C)N2CCN(c3ccccc3OC)CC2)cc1OC (stereo unspecified),0.9,1.5,-1.6,-7.0,-6.5,0.6,-1.3,·,3.7,-4.5
Cc1ccc(/C=C(\C#N)c2nc3ccccc3[nH]2)s1,49.7,-1.1,·,1.6,-3.8,-3.1,5.5,-1.7,3.8,0.6
Cc1ccc2cc(CN(c3ccccc3)S(=O)(=O)c3ccccc3)c(=O)[nH]c2c1,2.2,-6.8,0.1,13.2,1.8,1.7,2.3,-0.7,1.6,-1.4
COc1ccc(-c2oc3ccc(N4CCOCC4)cc3c2C#Cc2ccc(N)cc2)cc1,1.7,25.6,-14.2,-11.2,-1.7,4.2,11.5,1.2,5.4,-4.0
CCOC(=O)C1=C(COC(=O)c2ccc(Cl)nc2)NC(=O)NC1C (stereo unspecified),-2.7,·,2.0,-10.0,13.8,5.6,0.5,-0.3,-2.3,-1.4
CC(=O)N1CC(C)Sc2ccc(S(=O)(=O)NCc3ccccc3Cl)cc21 (stereo unspecified),-6.0,·,-2.6,-7.6,1.8,-1.2,1.2,-0.6,0.0,0.6
COc1cccc(C(=O)NNC(=O)Cc2ccc(Cl)cc2)c1,4.7,7.5,-4.3,3.2,·,20.1,-3.2,-1.7,-7.0,0.0
CCCCn1c(N)c(N(CC(C)C)C(=O)CSc2nnc(-c3ccc(Cl)cc3)o2)c(=O)[nH]c1=O,5.0,-3.9,6.4,3.4,-10.9,-1.5,-3.0,-2.0,1.9,0.9
CC1Cc2ccccc2N1C(=O)CSc1nncs1 (stereo unspecified),-4.0,-2.5,1.2,-4.9,-3.2,2.2,-0.2,-0.6,-0.2,-1.7
Cc1nn(CCOc2ccccc2)c(=O)n1-c1ccc(F)cc1,36.8,-6.4,10.3,5.7,-4.5,-0.2,-3.1,-0.2,3.9,0.1
Cc1ccc(S(=O)(=O)NNC(=O)c2c(O)c3ccccc3[nH]c2=O)cc1,9.8,-0.7,-0.5,20.7*,-1.8,-2.5,-1.8,-1.7,-1.0,0.9
c1ccc2sc(C3CCN(Cc4nnnn4Cc4ccc5c(c4)OCO5)CC3)nc2c1,·,-6.0,1.0,-0.8,-6.8,-3.6,5.5,-1.0,0.5,0.8
COc1ccc(/C=C(\C#N)C(=O)OCC(=O)NCc2ccccc2Cl)cc1,5.5,2.0,·,1.6,1.2,-0.6,6.9,-2.4,-4.4,-0.8
CCOC(=O)C(C)CC(C)C(=O)N1CCOCCN(C(=O)C(C)CC(C)C(=O)OCC)CCOCC1 (stereo unspecified),·,-0.6,-3.5,-1.6,-23.6,0.0,0.2,-3.4,9.6,-1.6
COc1cccc(NC(=O)COC(=O)CCS(=O)(=O)c2ccc(C)cc2)c1,9.5,-3.0,-0.3,3.9,-6.2,-2.2,-0.2,-1.5,-1.8,-0.7
COc1ccc(CNc2nn[nH]n2)cc1OC,-4.0,0.2,·,-3.8,-8.8,1.5,7.9,-3.0,17.0,-2.4
C=CCOc1cccc(C(=O)Nc2ncn[nH]2)c1,·,-5.6,1.6,0.0,1.9,0.8,-3.3,0.4,-0.6,-0.5
Cc1cccc2sc(NS(=O)(=O)c3ccccc3)nc12,5.4,-5.1,0.4,-0.2,4.3,-0.5,2.2,5.7,2.2,0.0
COc1ccccc1-c1noc(CCC(=O)Nc2cc(C(F)(F)F)ccc2Cl)n1,·,-0.1,·,-10.4,·,0.5,4.5,-2.0,-3.1,-0.3
Cc1ccc(-c2nc3ncccn3c2Nc2ccc3c(c2)OCO3)o1,-3.4,-3.3,17.9,-6.8,-0.9,1.1,-5.0,-0.1,-1.7,0.8
CCN(C(=O)COC(=O)CCn1c(C)csc1=O)c1c(N)n(Cc2ccccc2)c(=O)[nH]c1=O,1.9,-0.1,0.7,-6.5,-7.8,3.8,2.8,0.4,1.5,0.5
N#CCCn1cc(C(N)=O)c(-c2cccs2)n1,-9.0,-7.8,-3.0,3.4,-1.2,1.1,-2.7,-0.6,-2.2,1.5
CC1CCN(c2cc(C#N)c(C#N)cc2[N+](=O)[O-])CC1,12.2,·,·,-0.7,-3.1,-2.2,-10.8,-0.5,0.5,-0.8
C=C(C)COc1ccc(C2NC(=O)c3ccccc3O2)cc1OCC (stereo unspecified),·,-7.2,0.7,-9.3,-18.9,0.2,0.9,0.1,-2.4,-1.0
CCC(C)(C)NC(=O)/C=C/c1cccs1,2.7,3.5,-1.1,9.0,9.0,-6.1,0.0,0.0,2.8,-0.4
COc1ccc(CN2C(=O)c3cccnc3C2=O)cc1S(=O)(=O)NC(C)C,·,-0.1,0.8,-0.5,-4.1,0.2,-6.8,-0.2,8.1,-0.9
O=C(Cc1ccsc1)OCC(=O)c1ccccc1,-2.7,-4.0,-4.1,7.9,-4.3,1.8,5.4,-0.4,-0.2,-0.5
COc1cc(OC)c2ccc(=O)oc2c1C(CC(=O)N1CCOCC1)c1ccc2c(c1)OCO2 (stereo unspecified),-6.6,2.0,1.2,-5.6,-2.1,-4.1,-2.2,-1.7,1.1,-0.3
O=c1[nH]c(CN2CCc3ccccc3C2)nc2ccccc12,-20.9,2.1,0.8,-7.1,-6.3,2.2,-4.4,0.3,2.0,0.8
CCP(=O)(CC)c1cccc(N)c1,-3.2,-5.2,-0.7,5.7,2.7,-0.7,0.7,-0.4,1.4,0.1
O=C1c2ccccc2C(=O)N1Cc1cc(-c2ccccc2Cl)no1,0.0,-1.0,·,-9.6,0.9,1.5,30.5,-1.5,-2.5,-2.0
Nc1ccc(C(=O)N/N=C/c2ccc(N3CCOCC3)s2)cc1,14.8,-5.2,6.1,-3.0,-2.2,1.6,0.5,0.7,-0.6,0.3
COc1ccc(C(=O)NC(NC(=S)Nc2ccc(S(N)(=O)=O)cc2)C(Cl)(Cl)Cl)cc1 (stereo unspecified),3.1,-11.3,-5.1,-12.4,?,-6.3,17.4,-5.3,-2.7,-0.4
NC(=O)C1c2ccccc2CSc2ccccc21 (stereo unspecified),7.4,-2.5,·,-3.1,-0.6,-0.9,-0.7,-0.3,-1.9,0.1
COC(=O)c1cc(C#N)c(SCc2ccccc2)nc1C,29.0,-1.7,2.2,-3.2,0.0,-3.3,-10.8,-1.3,0.2,-0.9
CCOC(=O)c1ccccc1NC(=O)CSc1nnc(COc2ccccc2)n1CC,·,-0.8,·,-7.2,19.2,0.3,7.5,-1.2,-4.8,-0.8
Cc1cccc(C)c1OCC(=O)N/N=C/C=C/c1ccco1,10.6,-2.1,2.5,-5.0,3.1,-3.5,-4.0,·,4.7,0.9
Cc1ccc(OCC(=O)Nc2ccc(NC(=O)c3ccco3)cc2)c(C)c1,21.0,5.8,-3.2,2.4,-2.3,0.0,1.8,-1.9,0.4,-2.4

Screens (PubChem BioAssay)
